Source: PubChem BioAssay (National Center for Advancing Translational Sciences (NCATS))
POLH inh – DNA polymerase eta (human) inhibition | Q9Y253 | recombinant Pol eta, fluorescent DNA replication assay | Potency, µM (doses to about 114 µM), for inactives: at the top dose activity change, negative = inhibition, usual class: inhibitors | 1.2% of 390,000 active | AID 588591; also: potency is read from the fitted curve at half-maximal effect; % is scaled to controls: 0 for no effect and ±100 for the full control effect
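Pol eta (10 nM) was preincubated with compounds for 15 min at room temperature, after which fluorescent replication substrate (50 nM final) was added to start the reaction. Fluorescence was read kinetically at 0 and 10 min.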
APEX1 inh – blocks human APE1 abasic DNA cleavage | P27695 | recombinant APE1, TAMRA/BHQ-2 abasic DNA cleavage fluorescence | Potency, µM (doses to about 65.8 µM), for the others: at the top dose activity change, negative = inhibition, actives largely listed as inhibitors | 0.35% of 350,000 active;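 also: potency is read from the fitted curve at half-maximal effect; plate controls were vehicle for no effect and reference inhibitor for full effect; nearly all actives have a fitted effect of over 55% in size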
Target sequence (P27695 whole entry, looked up): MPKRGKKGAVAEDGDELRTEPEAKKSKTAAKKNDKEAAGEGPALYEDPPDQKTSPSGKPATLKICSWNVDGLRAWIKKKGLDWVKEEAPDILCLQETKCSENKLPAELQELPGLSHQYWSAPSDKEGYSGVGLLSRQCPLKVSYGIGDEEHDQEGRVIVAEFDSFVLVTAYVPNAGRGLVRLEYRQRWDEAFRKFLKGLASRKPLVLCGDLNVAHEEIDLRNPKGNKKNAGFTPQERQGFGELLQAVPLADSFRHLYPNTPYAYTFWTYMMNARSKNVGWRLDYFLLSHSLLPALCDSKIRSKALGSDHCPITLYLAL
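Step 1: APE1 (0.75 nM) with compound, 15 min RT. Step 2: add 50 nM fluorophore/quencher THF duplex. Step 3: three fluorescence reads 60 s apart (525/598 nm); read 3 minus read 1 = reaction progress.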
Pol kappa inh – DNA polymerase kappa (human) inhibition; purified Pol kappa, fluorescent DNA synthesis assay, 10 min; Potency, µM (doses to about 107 µM), for inactives: top-dose activity, negative = inhibition, usual class: inhibitors; 0.53% of 400,000 active; AID 588579; also: potency is read from the fitted curve at half-maximal effect; % is scaled to controls: 0 for no effect and ±100 for the full control effect
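Pol kappa 10 nM + cpd, 15 min RT; start w/ substrate 50 nM final; fluorescence kinetic read, 0 and 10 min. Neg ctrl: buffer, no enzyme.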
BLM inh – Bloom syndrome helicase (human) inhibition; P54132; 0.2% of 350,000 active; recombinant BLM DNA unwinding, fluorescence dequenching; AID 2528; Potency, µM (highest dose often 56.1 µM), inactives show at the top dose activity change, negative = inhibition, actives largely listed as inhibitors;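 also: potency is read from the fitted curve at half-maximal effect; plate controls were vehicle for no effect and no enzyme for full effect; nearly all actives have a fitted effect of over 35% in size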
Glioma ERSR ind – induces the endoplasmic reticulum stress response in human glioma cells | U87-MG GRP78 promoter luciferase reporter, 16 h | Potency, µM, inactives show at the top dose activation, hits mostly activators | 0.02% of 420,000 active; also: potency is read from the fitted curve at half-maximal effect; series mostly up to about 76 µM; % of control where 0% means no effect; nearly all actives have a fitted effect of over 35% in size
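Stably transfected U87-MG glioma cells carrying a GRP78-based luciferase sensor; 16 h compound incubation. Luminescence end-point read 10 min after Bright-Glo addition at room temperature.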
Apoferritin bind – binds horse apoferritin like a general anesthetic. P02791. 0.074% of 350,000 active. Potency, µM (titrated, usually from 77.5 µM), for inactives: at the top dose activity change, negative = displacement, usual class: inhibitors. AID 485281. apoferritin/1-aminoanthracene competitive binding, fluorescence; also: potency is read from the fitted curve at half-maximal effect; % is scaled to controls: 0 for no effect and ±100 for the full control effect; nearly all actives have a fitted effect of over 20% in size
Target sequence (P02791 2-175 limits assumed): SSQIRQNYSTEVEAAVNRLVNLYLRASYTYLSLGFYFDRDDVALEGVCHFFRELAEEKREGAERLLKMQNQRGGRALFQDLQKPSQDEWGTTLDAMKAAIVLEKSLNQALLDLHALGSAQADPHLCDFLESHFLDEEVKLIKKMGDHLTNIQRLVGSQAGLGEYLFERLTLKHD
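In PBS, apoferritin at 10 uM is loaded with 1-AMA from a 50% saturated solution. After 10 min of compound exposure at ambient temperature, reduced 535 nm fluorescence indicates probe displacement.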
Pol iota inh – inhibitors of human DNA polymerase iota; Q9UNA4; Pol iota fluorescent replication assay, 10 min; Potency, µM (titrated, usually from 115 µM), without a hit: at the highest dose activity, negative = inhibition, hits mostly inhibitors; 1% of 390,000 active; AID 588590; also: potency is read from the fitted curve at half-maximal effect
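Pol iota at 10 nM preincubated 15 min with compounds at room temperature; reaction started with fluorescent substrate, 50 nM final. Fluorescence read kinetically at 0 and 10 min; buffer-only wells as negative control.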
POLB inh – blocks human DNA polymerase beta activity | Pol beta primer extension/strand displacement, fluorescence kinetic | Potency, µM (highest dose often 114 µM), without a hit: at the highest dose activity change, negative = inhibition, usual class: inhibitors | 1.3% of 340,000 active; also: potency is read from the fitted curve at half-maximal effect; % is scaled to controls: 0 for no effect and ±100 for the full control effect
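Preincubation: enzyme (10 nM) with compound, 15 min, RT. Reaction: substrate added to 50 nM final. Reads: 0 and 10 min. Analysis: normalized, Hill fit.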
LDHA inh – inhibitors of human lactate dehydrogenase A | purified LDHA, NADH/diaphorase-resazurin fluorescence; hits give low values | 0.15% of 480,000 active | P00338 | activity change, % (values are at about 110 or 230 µM); in the data active = activity change below about -30%; inconclusive = mostly about -25% to -30%;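 also: plate controls were DMSO wells for no effect and wells without enzyme for full effect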
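Resorufin fluorescence (ex540/em590), read at 0 and 20 min after diaphorase/resazurin addition, reports the NADH left after a 5 min room-temperature reaction of 2 nM human LDH5 with 0.06 mM NADH and 0.2 mM pyruvate.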
* = called active by the depositor; ? = inconclusive; / = not tested or not shown; & = joins results of further samples; [ ] = another dose, or the depositor's remark. Unless noted, calls follow the shape of the dose curve; as a rule, active = well fitted curve in the direction sought with a large enough effect; inconclusive = small, poorly fitted or top-dose-only effect, or another doubt; inactive = no such curve, though single readings can be large; an effect the other way counts as inactive or inconclusive. A portion of the library, so the mix of outcomes need not match the whole.

Abbreviations – A = POLH inh; B = APEX1 inh; C = Pol kappa inh; D = BLM inh; E = Glioma ERSR ind; F = Apoferritin bind; G = Pol iota inh; H = POLB inh; I = LDHA inh
COc1ccc(C(C(=O)NCC2CCCO2)N(C(=O)CNC(=O)c2ccco2)c2ccccc2)cc1OC (stereo unspecified)
  A = -5%; B = 6%; C = -1%; D = 2%; E = 3%; F = 6%; G = 75%[activator]; H = 11%; I = -5

O=C(Oc1cccc(-n2cnnn2)c1)c1ccco1
  A = -9%; B = 8%; C = 0%; D = 3%; E = 1%; F = 0%; G = 11%; H = -15%; I = -1

Cc1ccc(S(=O)(=O)Oc2ccccc2N2C(=O)C3C4CCC(C4)C3C2=O)cc1 (stereo unspecified)
  A = -24%; B = 49%[activator][12.4 µM]; C = 1%; D = -2%; E = -5%; F = 2%; G = 16%; H = 3%; I = -5

CCC(CC)C(=O)OCC(=O)Nc1cccc([N+](=O)[O-])c1
  A = -15%; B = 4%; C = -2%; D = -5%; E = 1%; F = -17%; G = 171%[activator]; H = 0%; I = -1

Cc1ccc2c(c1)N(CC(=O)N1CCCCC1)C(=O)C(C)O2 (stereo unspecified)
  A = -4%; B = 25%; C = 2%; D = 0%; E = -3%; F = -10%; G = 10%; H = 42%; I = 0

C=C1CCC[C@]2(C)C[C@H]3OC(=O)C(CNC(CC)CO)[C@H]3CC12 (stereo partly specified)
  A = -7%; B = -6%; C = -2%; D = -2%; E = -10%; F = -2%; G = 2%; H = 2%; I = -8

COc1ccc(S(=O)(=O)N(C)C)cc1NC(=O)COC(=O)CC1CCCC1
  A = -7%; B = -2%; C = -18%; D = -3%; E = -4%; F = -8%; G = 2%; H = 0%; I = -5

CCC(C)(C)NC(=O)CN(Cc1ccccc1Cl)C(=O)CCC(=O)Nc1cc(C)ccn1
  A = -1%; B = 5%; C = 2%; D = -7%; E = -9%; F = -10%; G = 58%[activator]; H = 1%; I = -4

CC1=NN(c2ccccc2)C(=O)/C1=C\N(O)c1ccccc1
  A = -4%; B = 0%; C = 11%; D = -1%; E = 0%; F = -14%; G = 30%[activator]; H = 15%; I = 9

O=C(NC1CC1)C1CCN(C2CCN(C(=O)Cc3ccc4c(c3)OCO4)CC2)CC1
  A = -3%; B = 9%; C = 7%; D = -4%; E = -2%; F = -12%; G = 18%; H = 32%; I = 4

Cc1ccccc1CSCc1ccc(C(=O)NCCCN2CCOCC2)o1
  A = -5%; B = 6%; C = -4%; D = -5%; E = -4%; F = -8%; G = 27%; H = 6%; I = 0

CN(C(=O)Cn1nnc(-c2cccnc2)n1)C1CCCCC1
  A = -3%; B = 3%; C = -13%; D = 0%; E = 12%; F = -13%; G = -6%; H = -20%; I = -5

Cc1cc(NC(=O)c2noc3c2CCc2ccccc2-3)n(-c2ccccc2)n1
  A = -5%; B = -1%; C = 2%; D = -2%; E = 1%; F = 2%; G = 44%[activator]; H = -1%; I = 3

COc1ccc(CNC(=O)C(CC(C)C)NS(=O)(=O)c2ccc3c(c2)CCN3C(C)=O)cc1 (stereo unspecified)
  A = -10%; B = /; C = -17%; D = -2%; E = -1%; F = 6%; G = 1%; H = 6%; I = -3

COc1ccc(OCc2cc(C(=O)NCC3(C)COC3)no2)c(Cl)c1
  A = -9%; B = -12%; C = -7%; D = -1%; E = 4%; F = ?; G = 9%; H = 56%; I = -3

CCOc1ccc(-c2cc(C(=O)N3CCN(c4cc(Cl)ccc4C)CC3)c3ccccc3n2)cc1
  A = -6%; B = /; C = 3%[60.1 µM]; D = -2%; E = -1%; F = 5%; G = 9%; H = -29%; I = -3

O=C(CS(=O)(=O)c1ccccc1Cl)N1CCOCC1
  A = -15%; B = 42%[activator]; C = 1%; D = -4%; E = -4%; F = -3%; G = 14%; H = 5%; I = -2

C/C(=N/OC(=O)c1c(F)cccc1F)c1nccs1
  A = -15%; B = 1%; C = -25%; D = -1%; E = -2%; F = -13%; G = 3%; H = -18%; I = -4

CC(=O)c1ccc(NC(=O)C(C)Oc2ccc(N(C)S(=O)(=O)c3ccc(C)cc3)cc2)cc1 (stereo unspecified)
  A = ?; B = -6%; C = -15%; D = /; E = -2%; F = /; G = 3%; H = /; I = -12

Cc1ccc(NC(=O)COc2ccc(/C=N/NC(=O)CSCc3ccccc3)cc2)cc1
  A = -5%; B = ?; C = -9%; D = -7%; E = -3%; F = 6%; G = ?; H = ?; I = -10

Cc1ccc(C2CC(C(F)F)n3ncc(C(=O)Nc4c(C)nn(Cc5c(F)cccc5Cl)c4C)c3N2)cc1 (stereo unspecified)
  A = -16%; B = -1%; C = -18%; D = -10%; E = -2%; F = 4%; G = ?; H = 4%; I = -5

CC(OC(=O)c1cccs1)C(=O)NCc1ccccc1 (stereo unspecified)
  A = -3%; B = -3%; C = -5%; D = 1%; E = -5%; F = -7%; G = 20%; H = 4%; I = -15

Cc1ccc2[nH]c(=O)c3cc(C(=O)N(C)Cc4ccco4)sc3c2c1
  A = -6%; B = -4%; C = -5%; D = 6%; E = -1%; F = 2%; G = 7%; H = -1%; I = -1

CSc1ccccc1NC(=O)C1CC(c2ccccc2Cl)=NO1 (stereo unspecified)
  A = -11%; B = 5%; C = -15%; D = -10%; E = 2%; F = -10%; G = 37%[activator]; H = -2%; I = -1

COc1ccc(NC(=O)c2ccccc2Cl)c(NC(=O)c2ccco2)c1
  A = -23%; B = 15%; C = -15%; D = -1%; E = 4%; F = -2%; G = 61%[activator]; H = 38%; I = 1

CCCCC1(CC(=O)OCC)C(=O)N(c2ccccc2)N(c2ccccc2)C1=O
  A = -17%; B = -4%; C = -15%; D = -5%; E = -3%; F = 1%; G = -1%; H = 12%; I = -4

O=C(CCn1cccc1)N1CCc2ccccc21
  A = ?; B = 6%; C = -13%; D = -5%; E = 10%; F = -15%; G = ?; H = ?; I = -4

COc1ccc(NC(=O)c2cc(=O)c3ccccc3o2)cc1Cl
  A = -5%; B = 7%; C = -4%; D = -14%; E = -4%; F = 0%; G = 55%[activator]; H = -19%; I = 0&5

CC1CCN(S(=O)(=O)c2ccc(S(=O)(=O)NCc3ccco3)cc2)CC1
  A = 10%; B = -1%; C = -4%; D = 4%; E = -3%; F = 7%; G = 2%; H = 1%; I = 2

O=C(CSc1nc2ccccc2c(=O)n1-c1ccc(F)cc1F)c1c[nH]c2ccccc12
  A = -5%; B = -4%; C = -4%; D = -9%; E = -5%; F = -13%; G = 2%; H = -8%; I = -1

Some entries already given, reduced to Glioma ERSR ind and Apoferritin bind:
SMILES	Glioma ERSR ind	Apoferritin bind
CC1CCN(S(=O)(=O)c2ccc(S(=O)(=O)NCc3ccco3)cc2)CC1	-3%	7%
O=C(CSc1nc2ccccc2c(=O)n1-c1ccc(F)cc1F)c1c[nH]c2ccccc12	-5%	-13%

The list goes on:
Abbreviations – A = POLH inh; B = APEX1 inh; C = Pol kappa inh; D = BLM inh; E = Glioma ERSR ind; F = Apoferritin bind; G = Pol iota inh; H = POLB inh; I = LDHA inh
CC12CCC(=O)N1C(C(=O)Nc1ccc(F)c(Cl)c1)CS2 (stereo unspecified)
  A = -2%; B = 5%; C = -14%; D = /; E = 1%; F = /; G = 58%[activator]; H = /; I = -7

O=c1c(Cl)c(NCc2ccc(F)cc2Cl)cnn1C12CC3CC(CC(C3)C1)C2
  A = -13%; B = 5%; C = -11%; D = -1%; E = -1%; F = 0%; G = 9%; H = 7%; I = -4

OC[C@@H](O)C(O)[C@H](O)[C@H](O)CO (stereo partly specified)
  A = /; B = -3%; C = 18%[60.1 µM]; D = 1%; E = -4%; F = -12%; G = /; H = /; I = /

Cc1ccc(NC(=O)C2CCC(C(C)(C)C)CC2)cc1S(=O)(=O)N1CCOCC1 (stereo unspecified)
  A = -27%; B = -23%; C = -6%; D = /; E = -6%; F = /; G = 13%; H = /; I = 6

C=C(CN(C)C)C(=O)c1cc(OC)c(OC)cc1OC
  A = -7%; B = /; C = -8%; D = /; E = -13%; F = /; G = -3%; H = /; I = 2

COc1ccc(-c2oc3ccccc3c2C#Cc2cncn2C)cc1
  A = -21%; B = -18%; C = -5%; D = /; E = -2%; F = /; G = -7%; H = /; I = 8

CC(C)NC(=O)/C(=C\c1cccc([N+](=O)[O-])c1)NC(=O)c1ccccc1
  A = -17%; B = 12%; C = -9%; D = -2%; E = 3%; F = -6%; G = 8%[58.9 µM]; H = 5%; I = 1

Cc1cccc(C)c1OCc1nc2ccccc2[nH]1
  A = -10%; B = 6%; C = -18%; D = -13%; E = 6%; F = -5%; G = 2%; H = 10%; I = -5

COc1cc(NC(=O)CCN2CCN(C)CC2)cc(OC)c1
  A = -18%; B = 27%; C = -10%; D = -11%; E = -3%; F = -1%; G = 134%[activator]; H = -2%; I = 0

CCC(C)OC(=O)C1C(c2ccccc2)C(C(=O)O)C1c1ccccc1 (stereo unspecified)
  A = -5%; B = 9%; C = -9%; D = -10%; E = -7%; F = -13%; G = 0%; H = -5%; I = 1

CC(OC(=O)C1=COCCO1)C(=O)Nc1ccc(Cl)cn1 (stereo unspecified)
  A = -15%; B = 33%; C = -4%; D = /; E = 0%; F = /; G = -11%; H = /; I = 1

CC1C=C[C@@H]2[C@H](C1)C(=O)N(Cc1ccccc1)[C@H]2c1ccccc1Br (stereo partly specified)
  A = /; B = 0%; C = -7%[60.1 µM]; D = -10%[75.6 µM]; E = 15%; F = 1%[110 µM]; G = /; H = /; I = /

CCCN1Cc2cccc(C(=O)Nc3ccccc3F)c2C1=O
  A = -12%; B = /; C = -9%; D = -2%; E = -3%; F = -6%; G = -12%; H = 26%; I = 4

Cc1ccc(C(C)C)c(OCCN)c1
  A = -17%; B = 0%; C = -2%; D = -1%; E = 0%; F = -9%; G = ?; H = -19%; I = 2&-6

COc1ccc(-c2oc3ccc(-c4cc(OC)c(OC)c(OC)c4)cc3c2C#Cc2ccccn2)cc1
  A = -19%; B = 0%; C = 1%; D = /; E = 1%; F = /; G = 24%; H = /; I = 0
